Assay outcomes (PubChem)
Platelet DG rel = modulates dense granule release in human platelets; actives 0.22% (n = 300,000); human platelet-rich plasma, SFLLRN dense granule ATP release, luminescence; inhibition, %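 (compounds screened at 7.5 µM in platelet-rich plasma)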;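 active means mean replicate score, as percent of positive control, at or above 50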
GSK3A inh = blocks human GSK-3 alpha kinase; P49840; actives 0.1% (n = 320,000); ADP-Glo luminescence, 60 min; inhibition, % at 10 µM;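 in the data active means inhibition above about 50%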;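 further: GST-tagged GSK-3 alpha with peptide substrate and 25 µM ATP; 0% = DMSO neutral wells and 100% = GW8510 positive control wells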
Target sequence (P49840 whole entry, looked up): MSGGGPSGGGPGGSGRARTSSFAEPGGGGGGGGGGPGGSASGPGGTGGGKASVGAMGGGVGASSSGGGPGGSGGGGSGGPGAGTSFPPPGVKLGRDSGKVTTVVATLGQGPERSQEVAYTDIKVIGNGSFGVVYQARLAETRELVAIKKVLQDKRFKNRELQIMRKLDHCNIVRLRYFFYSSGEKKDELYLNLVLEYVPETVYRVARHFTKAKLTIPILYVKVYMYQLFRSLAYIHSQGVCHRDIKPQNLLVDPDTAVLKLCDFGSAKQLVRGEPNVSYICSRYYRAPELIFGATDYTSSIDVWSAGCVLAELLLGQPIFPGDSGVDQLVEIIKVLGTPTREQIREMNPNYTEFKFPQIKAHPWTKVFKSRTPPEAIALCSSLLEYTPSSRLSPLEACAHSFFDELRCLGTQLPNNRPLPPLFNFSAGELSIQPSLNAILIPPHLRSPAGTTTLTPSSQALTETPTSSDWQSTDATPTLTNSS
DYRK1A inh = inhibitors of rat Dyrk1A kinase | ADP-Glo luminescence, NFATc1 peptide | Q63470 | AID 504441 | actives 0.43% (n = 310,000) | inhibition, % at 12.5 µM; in the data active means inhibition above about 50%;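 further: plate controls were vehicle with enzyme for no effect and no enzyme for full effect; many of its hits are not listed in these tables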
HSF1 activator = increases HSF-1 driven luciferase reporter signal. NIH3T3-HGL HSF-1 luciferase reporter, MG132, 8 h; 100% = twice DMSO control signal. activation, % at 9 µM. actives 1.7% (n = 300,000). AID 504408;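 active means mean replicate activation of at least 50% with a set share of replicates each reaching 50%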;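 further: 0% = median of the neutral control wells and 100% = twice that signal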
HSP90 refold inh = blocks HSP90-mediated luciferase refolding in reticulocyte lysate | Rabbit reticulocyte lysate, luciferase refolding luminescence, 3 h | inhibition, % at 5.6 µM | actives 0.91% (n = 290,000) | AID 1789;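 active means inhibition above the screen-wide mean plus 3 SD, computed separately per campaign, cut at about 16% in these data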;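 further: 0% = DMSO wells and 100% = 60 µM geldanamycin wells; inhibitors lower the luminescence because luciferase stays unfolded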
HDAC3 inh = human HDAC3 inhibition; recombinant HDAC3, fluorogenic peptide/trypsin coupled, fluorescence; O15379; AID 2718; inhibition, % at 8.3 µM; actives 0.15% (n = 320,000); in the data active means inhibition above about 26%, passing the limit was not always enough
Target sequence (O15379 whole entry, looked up): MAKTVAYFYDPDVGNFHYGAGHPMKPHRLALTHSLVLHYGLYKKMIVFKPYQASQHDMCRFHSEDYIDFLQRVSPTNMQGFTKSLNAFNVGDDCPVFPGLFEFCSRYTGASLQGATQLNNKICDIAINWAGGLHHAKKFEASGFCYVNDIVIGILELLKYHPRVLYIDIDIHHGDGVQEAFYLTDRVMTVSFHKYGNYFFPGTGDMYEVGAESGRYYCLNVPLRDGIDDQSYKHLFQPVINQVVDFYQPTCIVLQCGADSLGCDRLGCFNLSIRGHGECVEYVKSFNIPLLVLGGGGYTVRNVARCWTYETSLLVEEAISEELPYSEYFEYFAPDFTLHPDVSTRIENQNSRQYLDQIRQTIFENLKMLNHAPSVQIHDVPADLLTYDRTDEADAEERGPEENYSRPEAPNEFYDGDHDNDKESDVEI
GSK3B inh = blocks human GSK3beta kinase activity. P49841. GST-GSK3beta kinase, ADP-Glo luminescence, 60 min; active compounds read low. activity score (negative = inhibition), % at 10 µM. actives 0.038% (n = 300,000). AID 2097;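 active means more than half of replicate wells score below -50%, meaning over 50% inhibition versus plate controls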;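 further: 0% = median DMSO wells and -100% = median GW8510 positive control wells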
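Assay system: GST-fused GSK3beta enzyme, cell-free / Medium: Tris pH 7.5 buffer with MgCl2, DTT, BSA, heparin / Also added: peptide substrate plus 25 µM ATP (final) / Compound: 10 µM single point / Timing: kinase reaction with compound 60 min at room temperature / Detection: ADP-Glo luminescence / Benchmarks: DMSO neutral wells and GW8510 at 20 µM as positive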
HSF1 inhib = HSF1 inhibition | NIH3T3-HGL HSE-luciferase, MG132-induced, luminescence 8 h; active compounds read low | activity change, negative = inhibition, % at 7.5 µM (by protocol) | actives 0.77% (n = 300,000);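 active means more than half of replicate wells show activity change below -50%, luminescence cut by over half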;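 further: luciferase reports HSF-1 transcriptional activity via heat shock element; 0% = median of DMSO wells and -100% = zero luminescence signal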
AI-2 QS modul = modulators of Vibrio harveyi AI-2 quorum sensing system; Vibrio harveyi JMH597 AI-2 luminescence/OD600 ratio, 9 h; active compounds read low; strain lacks LuxN and CqsS sensors; 0 = neutral-control median; activity change, % at 7.5 µM; actives 0.4% (n = 300,000); in the data active means activity change below about -75%, passing the limit was not always enough;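 further: luminescence divided by OD600 gain over 9 h not by final OD600 alone; inactives centre near 13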
PolyA inh = inhibitors of polyadenylation in S. cerevisiae | actives 0.02% (n = 300,000) | calls only at 12 µM | AID 1875 | S. cerevisiae SKY197-pL101 polyadenylation reporter, beta-gal luminescence; efflux-impaired pdr1/pdr3 knockout yeast; score 100 = 6 SD above DMSO;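 active means lowest replicate activity score at least 50, where 100 means six control SD above control mean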;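 further: yeast exposed to compound for 9 h at 30 °C; higher score means more reporter readthrough which indicates perturbed polyadenylation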
* marks the source's active call; other numbers are inactive results; i = inactive; / = no result given. A portion of the library (hit frequency here may not be typical).

SMILES	Platelet DG rel	GSK3A inh	DYRK1A inh	HSF1 activator	HSP90 refold inh	HDAC3 inh	GSK3B inh	HSF1 inhib	AI-2 QS modul	PolyA inh
CCOC(=O)C(=O)NNc1ccc(F)cc1	14	1	/	-15	-3	-1	1	4	6	i
CC(=O)c1cccc(NC(=O)CSc2nc(C3CC3)nc3ccccc23)c1	3	-1	-8	9	3	2	/	8	/	i
CCCCc1ccc(NC(=O)CN2NS(=O)(=O)c3ccccc3C2=O)cc1	-5	-3	-1	-5	0	9	-2	2	25	i
O=C(NCc1cccnc1)Nc1ccccc1C(F)(F)F	-7	-1	-8	7	-3	6	-1	-5	22	i
COc1ccc(C)cc1NC(=O)CCCN1C(=O)CCC1=O	-8	-1	8	-5	1	-5	-5	-6	13	i
COc1ccc(NC(=O)CSc2nccn2Cc2ccccc2)c(OC)c1	1	-2	/	0	2	0	-3	4	14	i
CCCn1c(CN2CCN(C(=O)OCC)CC2)nc2cc(NC(C)=O)ccc21	6	0	3	2	-4	0	-1	0	10	i
COC1=CC(=O)C(O)=C(CCCCCCC/C=C/CCCCCCCC2=C(O)C(=O)C=C(OC)C2=O)C1=O	8	1	13	-4	/	0	0	0	19	i
CN(C(=S)NC(=O)c1ccc(Br)o1)c1ccccc1	5	1	-5	0	-2	4	2	1	24	i
Cc1ccc2c(c1)c(-c1ccccc1)nc1nnnn12	-9	-6	-6	-20	6	-12	-3	3	16	i
CC(C)(C)c1cnnn1-c1ccc(C=O)cc1	-2	-2	4	8	-5	-3	-5	10	23	i
Cc1[nH]c2ccc(F)cc2c1CCN(Cc1ccco1)C(=S)NC(C)(C)C	-16	-1	-3	/	4	-1	1	/	7	i
O=c1[nH]c(Cc2ccc(Cl)cc2)nc2ccccc12	-2	-1	1	14	0	-3	1	15	-38	i
CCOC(=O)N1CCC(NC(=O)CCc2nc(-c3ccccc3F)no2)CC1	/	-1	6	/	1	-2	12	/	12	/
O=C(NC(=S)Nc1ccccc1N1CCCC1)c1ccco1	10	-4	/	-12	1	2	2	-2	7	i
CCOC(=O)/C(=C/Nc1ccc(F)cc1)[N+](=O)[O-]	6	0	-16	-2	2	0	-4	0	8	i
COc1ccccc1N1CCN(C(=O)c2c(-c3ccccc3)noc2C)CC1	5	1	4	-7	-1	-1	0	-14	16	i
Cc1ccc(NC(=S)N2CCc3[nH]c4ccccc4c3C2)cc1	3	3	4	14	1	-1	5	5	3	i
CCOC(=O)C1=C(O)C(=O)NC(c2ccccc2)=C(OC2CCCCC2)C1	-10	/	1	5	-5	/	-2	13	19	i
CC(C)CN1C(=O)c2ccc(C(=O)Nc3ccccn3)cc2C1=O	-1	-4	5	28	2	7	-1	19	8	i
CCOCCCNC(=O)Cc1ccc(-n2c(CC)nc3cccnc32)cc1	1	-1	5	35	5	5	-1	20	1	i
CC(=O)Nc1ccc(Nc2ncnc3c2nnn3Cc2ccccc2Cl)cc1	3	/	9	-2	-2	/	-2	1	11	i
O=C(COc1ccc(S(=O)(=O)N2CCCCC2)cc1)NC1CCCCC1	-19	5	4	-11	0	0	1	1	4	i
O=C(N=C1SC2CS(=O)(=O)CC2N1Cc1ccc(F)cc1)C1CC1 (stereo not drawn)	2	1	-2	-4	2	-4	-1	2	12	i
CC(C)OC(=O)c1cc2c(=O)[nH]c(C(Cl)(Cl)Cl)nc2o1	5	-1	/	/	0	7	-2	/	21	i
Nn1cnc2c(c1=O)C1(CCCCC1)Cc1ccccc1-2	-3	4	-4	-6	-4	-8	2	-5	-3	i
CCc1ccc(NC(=O)COn2nnc3ccc(S(=O)(=O)N(C)C)cc32)cc1	4	-5	2	17	5	9	-1	7	12	i
COc1cc2ccccc2cc1C(=O)Nc1ccccc1C	-4	-1	-5	44	0	-9	1	22	19	i
O=S(=O)(Nc1nc2ccc(S(=O)(=O)N3CCCC3)cc2s1)c1ccc(F)cc1	1	-4	-1	25	1	4	-3	-4	10	i
COc1ccc(C(=O)C2CCCN(C(=O)c3ccoc3C)C2)cc1F (stereo not drawn)	-1	-1	1	6	2	5	2	1	13	i
Cc1ccc(C2c3[nH]c4ccccc4c3C[C@H]3C(=O)N(c4ccccc4C(=O)N4CCC[C@H]4C(=O)O)C(=O)N23)cc1 (stereo partly drawn)	1	-2	-2	-7	0	-2	0	-4	34	i
Cc1ncsc1CCOC(=O)c1ccccc1	-5	-7	0	13	3	3	3	6	15	i
O=S(=O)(/C=C/c1ccccc1)N1CCN(c2nc(-c3ccccc3)nc3ccccc23)CC1	-7	-1	-7	1	-1	4	3	0	12	i
O=C(Nc1ccccc1F)c1oc2ccccc2c1NC(=O)C1CC1	-4	-1	1	3	-2	4	-1	-2	19	i
Cn1c(=O)cc(SCC(=O)NCc2ccc(F)cc2)c2ccccc21	5	-1	-4	11	-1	-2	2	3	10	i
Cc1noc(C)c1COC(=O)CCN1c2ccccc2Sc2ccccc21	1	-2	-4	27	1	8	5	4	5	i
CCCOc1ccc(C2C(=O)N(C3CCCCCC3)CC(=O)N2Cc2ccco2)cc1OC (stereo not drawn)	-3	-2	-5	37	5	6	0	20	-1	i
O=C(/C=C/c1ccco1)NCC1COc2ccccc2O1 (stereo not drawn)	-2	0	-2	18	-3	-2	-16	5	-29	i
COc1ccc(N2C(=NC(=O)C3CCCCC3)SC3CS(=O)(=O)CC32)c(OC)c1 (stereo not drawn)	2	2	-7	-2	3	5	-3	-4	-1	i
O=C(Nc1nccs1)c1cc(-c2ccco2)nc2ccccc12	-4	-1	6	1	-6	-4	-1	4	36	i
N/C(=N\OC(=O)CCC1CCCC1)c1ccc(Br)cc1	14	1	-3	-8	-4	6	-5	2	7	i
Cc1ccc(NC(=O)CCNS(=O)(=O)c2cc(Br)cnc2N)c(Cl)c1	-4	-1	/	0	4	1	3	-2	12	i
O=C(NC1CCCC1)c1ccc(CS(=O)(=O)c2cccc(C(F)(F)F)c2)o1	0	1	2	10	-2	2	1	-10	9	i
Cc1cccc(NS(=O)(=O)c2ccc(-n3cccn3)cc2)c1C	-13	2	-14	14	-4	2	-1	-2	15	i
CCOC(=O)/C=C1\SCC(=O)N1CC(=O)NC(C)c1ccc(F)cc1 (stereo not drawn)	-2	/	-4	-14	7	/	2	-1	26	i

Reprinted at random: 2 records from the list, in no set order.
SMILES	Platelet DG rel	GSK3A inh	DYRK1A inh	HSF1 activator	HSP90 refold inh	HDAC3 inh	GSK3B inh	HSF1 inhib	AI-2 QS modul	PolyA inh
CCOCCCNC(=O)Cc1ccc(-n2c(CC)nc3cccnc32)cc1	1	-1	5	35	5	5	-1	20	1	i
CCCn1c(CN2CCN(C(=O)OCC)CC2)nc2cc(NC(C)=O)ccc21	6	0	3	2	-4	0	-1	0	10	i

Other entries follow.
SMILES	Platelet DG rel	GSK3A inh	DYRK1A inh	HSF1 activator	HSP90 refold inh	HDAC3 inh	GSK3B inh	HSF1 inhib	AI-2 QS modul	PolyA inh
CCOC(=O)c1c(/N=C/C2=C(O)CCCC2=O)sc(C)c1C	-4	-1	1	-9	1	2	0	1	35	i
O=C(COc1ccc(Br)cc1Cl)NC1CCN(Cc2ccccc2)CC1	-10	1	0	12	3	4	0	0	11	i
CCOC(=O)c1ccc(Nc2cnc3ccccc3n2)cc1	-4	-2	/	56*	-3	1	-1	32	21	i
COc1ccc([N+](=O)[O-])cc1N(CC(O)CN(C)C)S(=O)(=O)c1ccccc1 (stereo not drawn)	13	-3	-7	15	-3	1	-1	-4	0	i
O=C(CNC(c1ccccc1)c1ccccc1)Nc1ccccc1F	4	-1	2	4	1	2	-1	-1	19	i
COc1cc(=O)n(C)c2cc(N(C)C)ccc12	-5	1	22	14	1	-77	-1	-8	21	i
COc1ccccc1N1CCc2c(C)nc3c(OC)cccc3c21	8	1	-19	-49	0	3	3	-33	15	i
COc1cccc(C(=O)NN2C(=O)C3C4C=CC(O4)C3C2=O)c1 (stereo not drawn)	-10	20	6	17	4	-4	-2	-5	32	i
O=c1[nH]c(/C=C/c2ccccc2Cl)nc2ccccc12	3	0	5	35	10	-6	1	22	-3	i
COc1cc(CCCN2CCNC[C@@H]2C(C)O)cc(OC)c1OC (stereo partly drawn)	-2	0	5	3	/	4	0	0	24	i
CCOc1ccc(NC(=S)N2CCC(N(C)CCN3CCOCC3)CC2)cc1	2	-2	-1	2	-5	-1	2	-8	23	i
COc1cc2sc(C)nc2cc1C	-13	-2	/	2	0	5	0	-1	-6	i
N#Cc1c(-c2ccccc2)cc(-c2ccccc2)nc1SCc1nnc(-c2ccccc2)o1	-14	-1	0	-8	-4	0	3	-5	16	i
O=C(C1CCC(=O)N1Cc1ccccc1Cl)N1CCN(c2ccc(F)cc2)CC1 (stereo not drawn)	-4	0	-9	-4	3	3	4	-5	9	i
CCOC(=O)c1c(NC(=O)CSc2nnc3c(n2)[nH]c2ccc(F)cc23)sc(C(C)=O)c1C	/	-3	6	/	-5	-1	/	/	/	/
O=[N+]([O-])c1ccc2c(c1)nc1n2CCN(CC2CCCO2)C1 (stereo not drawn)	-3	-1	1	13	-2	7	1	16	-17	i
O=C(Nc1cccc(-c2nnc(-c3ccco3)o2)c1)C(c1ccccc1)c1ccccc1	-5	0	-2	10	0	2	-1	6	27	i
COc1cc(N=Nc2cccc(S(N)(=O)=O)c2)c2ccccc2c1N	6	4	58*	-26	5	8	-3	-2	13	i
CCN(c1ccccc1)S(=O)(=O)c1ccc(NC(=O)c2ccco2)cc1	-2	-2	-1	-1	0	6	2	3	11	i
COc1ccccc1NC(=O)CCC(=O)OCc1cccc([N+](=O)[O-])c1	-1	-1	-1	9	-2	5	-4	-1	14	i
O=C(CCSc1nnc(-c2ccc(O)cc2)o1)N1CCOCC1	6	6	7	1	-1	4	-3	2	20	i
COc1cc2c(cc1OC)C(C)N(CCN1C(=O)c3ccccc3C1=O)CC2 (stereo not drawn)	0	-3	-2	-5	-1	-11	8	5	13	i
C=CCOc1nc(-c2ccccc2Cl)nc2ccccc12	18	3	/	7	3	2	4	2	-1	i
COc1ccc(Nc2nc(N3CCOCC3)nc(N3CCOCC3)n2)cc1Cl	-1	-2	-5	15	2	4	-6	-3	12	i
OCC1(Cc2ccccc2)CCCN(C2CCCC2)C1 (stereo not drawn)	0	-1	6	-9	-4	2	0	-3	5	i
Cc1ccc(S(=O)(=O)/N=C(/Nc2ccc3[nH]c(=O)[nH]c3c2)c2ccccc2)cc1	-4	3	1	4	2	2	0	5	34	i
CC1CCCN(S(=O)(=O)c2ccc(NC(=O)CN3C(=O)NC(C)(c4ccccc4)C3=O)cc2)C1 (stereo not drawn)	-2	-1	0	-4	/	-2	1	1	-62	i
O=c1cc2c(nn1Cc1ccc(Cl)cc1Cl)-c1ccccc1CC2	0	-4	-2	27	4	2	-1	8	18	i

By substructure: the entries above with a tert-butyl group.
SMILES	Platelet DG rel	GSK3A inh	DYRK1A inh	HSF1 activator	HSP90 refold inh	HDAC3 inh	GSK3B inh	HSF1 inhib	AI-2 QS modul	PolyA inh
CC(C)(C)c1cnnn1-c1ccc(C=O)cc1	-2	-2	4	8	-5	-3	-5	10	23	i
Cc1[nH]c2ccc(F)cc2c1CCN(Cc1ccco1)C(=S)NC(C)(C)C	-16	-1	-3	/	4	-1	1	/	7	i
